# Bioassay records (PubChem BioAssay)
# TMEM16A act = activators or potentiators of mouse TMEM16A chloride channel; HEK293 TMEM16A/YFP-H148Q/I152L, iodide quench fluorescence; hits give low values; actives 0.3% (n = 340,000); B-score at 10 µM; AID 623877; Q8BHY3;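 active means fluorescence-ratio B-score plate-corrected deviation score at least 3 library SD below zero, with starting fluorescence score within 5 deviations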;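 further: channel opened by trigger with iodide after compound preincubation; score built on the fluorescence ratio of max minus min over baseline; more negative score means more quench and so TMEM16A activation or potentiation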
# TRPC4 potent = allosteric potentiators of mouse TRPC4 channel. B-score at 10 µM. actives 0.42% (n = 310,000). Q9QUQ5. HEK293 TRPC4beta/mu-opioid, DAMGO EC20, Fluo-4 Ca2+ flux; hits give high values;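 active means B-score of calcium response area above 5 SD of library B-scores, with initial fluorescence ratio within 5 SD of library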;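 further: B-score of integrated fluorescence ratio over time as area under calcium response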
# Target sequence (Q9QUQ5 whole entry, looked up): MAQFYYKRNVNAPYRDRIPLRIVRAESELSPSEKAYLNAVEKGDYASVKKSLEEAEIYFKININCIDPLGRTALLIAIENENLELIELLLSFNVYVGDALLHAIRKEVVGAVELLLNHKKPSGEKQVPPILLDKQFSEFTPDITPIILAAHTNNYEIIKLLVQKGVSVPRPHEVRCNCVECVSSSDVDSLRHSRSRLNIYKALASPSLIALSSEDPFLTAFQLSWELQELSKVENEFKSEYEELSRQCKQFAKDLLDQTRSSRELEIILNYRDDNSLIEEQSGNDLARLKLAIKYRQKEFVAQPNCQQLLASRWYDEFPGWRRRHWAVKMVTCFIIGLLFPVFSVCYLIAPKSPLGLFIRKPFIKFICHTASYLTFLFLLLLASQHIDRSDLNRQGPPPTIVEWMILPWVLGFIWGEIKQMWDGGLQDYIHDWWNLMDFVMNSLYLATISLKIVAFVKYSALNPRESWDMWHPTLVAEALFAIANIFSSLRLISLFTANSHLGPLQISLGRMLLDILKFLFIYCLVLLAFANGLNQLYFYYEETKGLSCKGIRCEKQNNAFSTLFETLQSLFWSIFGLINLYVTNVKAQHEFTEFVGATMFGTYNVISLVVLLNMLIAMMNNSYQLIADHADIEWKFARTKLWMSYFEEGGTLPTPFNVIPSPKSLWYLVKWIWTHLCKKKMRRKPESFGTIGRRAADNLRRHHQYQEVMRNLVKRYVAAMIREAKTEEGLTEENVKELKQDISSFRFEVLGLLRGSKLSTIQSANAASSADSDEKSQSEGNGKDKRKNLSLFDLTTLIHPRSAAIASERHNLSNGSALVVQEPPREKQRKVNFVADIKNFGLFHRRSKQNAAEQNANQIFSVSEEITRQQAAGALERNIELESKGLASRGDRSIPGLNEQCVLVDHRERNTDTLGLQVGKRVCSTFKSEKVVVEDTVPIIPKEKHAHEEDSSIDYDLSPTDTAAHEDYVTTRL
# KCNK3 inh = human KCNK3 channel inhibition, primary screen. O14649. CHO-KCNK3 thallium flux, FluxOR fluorescence; hits give low values. B-score at 10 µM. actives 0.84% (n = 340,000);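 active means B-score under library mean minus 4 SD, starting fluorescence ratio at most library mean plus 5 SD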;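 further: more negative B-score means stronger inhibition of thallium flux through KCNK3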
# hERG protect = hERG (human) protection from proarrhythmic block; actives 0.51% (n = 310,000); CHO-hERG, FluxOR thallium flux, dofetilide IC70 present; activation (rescue from dofetilide block), less the hit threshold, % at 10 µM; Q12809;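 active means activation above the mean of controls blocked by dofetilide plus 5 SD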;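 further: thallium influx through hERG after potassium depolarization seen as dye fluorescence rise; in these data hits start at about 4.7%; inactives centre near -7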
# KCNK9 inh = human KCNK9 channel inhibition. Q9NPC2. HEK293 KCNK9, FluxOR thallium flux fluorescence; hits give low values. B-score at 10 µM. actives 1.2% (n = 310,000);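 active means ratio B-score over 3 SD below the library mean, with starting fluorescence within 5 SD of its mean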;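 further: negative B-score means less thallium flux so channel inhibition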
# KCNQ1 act = potentiates or activates the human KCNQ1 potassium channel; P51787; CHO-K1 KCNQ1, thallium flux FluxOR fluorescence; hits give high values; B-score at 10 µM; actives 0.35% (n = 310,000); AID 2648;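 active means fluorescence ratio B-score, a plate-corrected score, at least three library SD, with initial intensity B-score within 5 SD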
#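 Material: CHO-K1 cells stably expressing KCNQ1. Medium: assay buffer for compound exposure, DMSO matched across wells. Reagent: K+/Tl+ depolarizing stimulus. Compound dosing: single-concentration screen. Times: 37 °C overnight plating, 90-min dark dye load, 20-min compound pretreatment. Technique: FluxOR Tl+ flux fluorescence.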
# HDAC3 inhib = inhibitors of human histone deacetylase 3; recombinant HDAC3, fluorogenic peptide/trypsin coupled, fluorescence; inhibition, % at 8.3 µM; O15379; AID 2718; actives 0.15% (n = 320,000); in the data active means inhibition above about 26%, passing the limit was not always enough
# ANO1 block = mouse TMEM16A channel inhibition, primary screen | Q8BHY3 | HEK293 TMEM16A/YFP iodide influx fluorescence, ionomycin | normalized B-score (activity score, 25-100; higher = stronger inhibition) at 10 µM | actives 1.2% (n = 310,000);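 active means ratio plate-corrected score three or more library SD toward inhibition, starting fluorescence score within five deviations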;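 further: score derived from kinetic fluorescence span divided by baseline fluorescence per well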
# Dyrk1A ADPGlo = blocks rat Dyrk1A kinase activity | AID 504441 | ADP-Glo luminescence, NFATc1 peptide | actives 0.43% (n = 310,000) | inhibition, % at 12.5 µM | Q63470; in the data active means inhibition above about 50%;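 further: plate controls were vehicle with enzyme for no effect and no enzyme for full effect; many of its hits are not listed in these tables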
# TRPC4 act = activators of mouse TRPC4 channel; HEK293 TRPC4beta/mu-opioid, Fluo4 calcium fluorescence; hits give high values; B-score at 10 µM; AID 2237; Q9QUQ5; actives 0.49% (n = 310,000);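 active means B-score above 5 SD of library B-scores, and initial fluorescence ratio not above library mean plus 5 SD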;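 further: positive B-score marks a calcium rise read as TRPC4 activation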
#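 Assay system: HEK293 stable line with TRPC4beta plus mu-opioid receptor; schedule: 45 min room-temperature Fluo4 loading, 110 s read; technique: kinetic Fluo4 calcium fluorescence; evaluation: integrated baseline-normalised fluorescence ratio, converted to per-well B score; controls: buffer (low) and maximal DAMGO (high)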
# KCNQ1 inh = inhibitors of human KCNQ1 potassium channel. P51787. CHO-K1 KCNQ1, FluxOR thallium flux fluorescence; hits give high values. B-score at 10 µM. actives 1.3% (n = 310,000). AID 2642;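 active means compounds whose thallium flux B-score, printed positive for inhibition, exceeds three library SD while starting fluorescence stays within three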;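 further: channel opened by potassium depolarization with thallium stimulus after 20 min compound exposure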
# * = called active by the depositor; i = inactive; . = no result given. Only part of the results is shown; rates above refer to the full screens.
# Start of the data: the first 7 compounds (preview)
SMILES,TMEM16A act,TRPC4 potent,KCNK3 inh,hERG protect,KCNK9 inh,KCNQ1 act,HDAC3 inhib,ANO1 block,Dyrk1A ADPGlo,TRPC4 act,KCNQ1 inh
O[C@@H]1CCCN2CCc3c([nH]c4ccccc34)[C@H]12,i,i,i,-4,i,i,-1,i,9,i,i
CCOc1cc2c(cc1OCC)-n1cccc1C(c1ccc(F)c(OC)c1)NC2 (centres undefined),i,i,i,-9,i,i,2,i,-3,i,i
Cc1nn(Cc2ccccc2)c(C)c1C(=O)OCC(=O)Nc1ccccc1SCC#N,i,i,i,-13,i,i,-3,i,-3,i,i
COc1ccc(/C=C2\C(=N\O)C3CCN2CC3)cc1,i,i,i,-6,i,i,-2,i,13,i,i
COc1cccc(C2=NOC(C(=O)N3CCC4(CC3)OCCO4)C2)c1 (centres undefined),i,i,i,-9,i,i,4,i,3,i,i
C/C(=N\N1CCCCC1c1cccnc1)c1c(O)n(C2CCCCC2)c(=S)[nH]c1=O (centres undefined),i,i,i,-10,-14*,i,8,i,-1,i,i
CCOc1cc(C=C2C(=O)NC(=O)NC2=O)ccc1OS(=O)(=O)c1ccccc1,i,i,i,-10,i,i,3,i,18,i,i

# Main list, previewed entries included:
SMILES,TMEM16A act,TRPC4 potent,KCNK3 inh,hERG protect,KCNK9 inh,KCNQ1 act,HDAC3 inhib,ANO1 block,Dyrk1A ADPGlo,TRPC4 act,KCNQ1 inh
O[C@@H]1CCCN2CCc3c([nH]c4ccccc34)[C@H]12,i,i,i,-4,i,i,-1,i,9,i,i
CCOc1cc2c(cc1OCC)-n1cccc1C(c1ccc(F)c(OC)c1)NC2 (centres undefined),i,i,i,-9,i,i,2,i,-3,i,i
Cc1nn(Cc2ccccc2)c(C)c1C(=O)OCC(=O)Nc1ccccc1SCC#N,i,i,i,-13,i,i,-3,i,-3,i,i
COc1ccc(/C=C2\C(=N\O)C3CCN2CC3)cc1,i,i,i,-6,i,i,-2,i,13,i,i
COc1cccc(C2=NOC(C(=O)N3CCC4(CC3)OCCO4)C2)c1 (centres undefined),i,i,i,-9,i,i,4,i,3,i,i
C/C(=N\N1CCCCC1c1cccnc1)c1c(O)n(C2CCCCC2)c(=S)[nH]c1=O (centres undefined),i,i,i,-10,-14*,i,8,i,-1,i,i
CCOc1cc(C=C2C(=O)NC(=O)NC2=O)ccc1OS(=O)(=O)c1ccccc1,i,i,i,-10,i,i,3,i,18,i,i
CN(C)CC1CSCCC1(O)c1ccc(Cl)cc1 (centres undefined),i,i,i,-5,i,i,-2,i,-4,i,i
Cc1cc(C)c(C(=O)N2CCC3(CC2)OCCO3)c(C)c1,i,i,i,-1,i,i,11,i,-5,i,i
CC(Cc1ccccc1)NCCC(=O)NC(C)Cc1ccccc1 (centres undefined),i,i,i,-8,i,i,-3,i,0,i,i
NC(=O)c1cn(C2CCCCC2)c2ccccc2c1=O,i,i,i,-1,i,i,2,i,7,i,i
O=c1[nH]c(=S)n(C2CC2)c(O)c1C=NCc1ccc(F)cc1,i,i,i,-5,i,i,1,i,-4,i,i
CCCCCCn1c(O)c(C=NCCN2CCOCC2)c(=O)[nH]c1=O,i,i,i,-7,i,i,-3,i,18,i,i
COc1ccc(/C=C2/C(=O)NC(=O)N(c3ccc(C)c(C)c3)C2=O)cc1CN1C(=O)c2ccccc2C1=O,i,i,i,-9,i,i,3,i,-6,i,i
COc1ccc(/C=C2/C(=O)NC(=O)N(c3ccccc3)C2=O)cc1CN1C(=O)c2ccccc2C1=O,i,i,i,-15,i,i,1,i,2,i,i
O=c1[nH]c(=S)[nH]c(O)c1N=Nc1ccc(S(=O)(=O)N2CCc3ccccc32)cc1,i,i,i,13*,i,i,-1,i,1,i,i
C=CCNC(=O)c1c(N)n(CCN2CCOCC2)c2nc3ccccc3nc12,i,i,i,-20,i,i,-23,i,13,i,i
COc1ccc2c(c1)[C@]13CCCCC1C(C2)N(C)CC3 (some centres undefined),i,i,i,.,i,i,2,i,-11,i,i
CC(=O)Cc1c[nH]c2ccccc12,.,i,.,-14,i,i,-1,i,.,i,i
Cc1ccccc1-n1c(CNc2ccccc2)nc2ccccc2c1=O,i,i,i,-7,i,i,3,i,.,i,i
CC(C)CCP(=O)(O)c1ccccc1,i,i,i,-7,i,i,7,i,6,i,i
O=C(NCCN1CCOCC1)c1ccc(Cl)nc1,i,i,i,-3,i,i,.,i,-2,i,i
O=c1c2ccccc2nc(-c2ccccc2)n1-c1ccncc1,i,i,i,-14,i,i,0,i,6,i,i
CC12CN3CN(C1)CC(C)(C3)C2=NO,i,i,i,-7,i,i,0,i,9,i,i
CN1C(=O)NC(=O)C(C)(C2=CCCCC2)C1=O (centres undefined),i,i,i,-4,i,i,-1,i,-14,i,i
CC[C@@]1(O)C(=O)OCc2c1cc1n(c2=O)Cc2cc3ccccc3nc2-1,.,i,.,-6,i,i,-91,i,.,i,i
CCOC(=O)C1=C(N)Oc2c(c(=O)oc3ccccc23)C12C(=O)N(C)c1ccccc12 (centres undefined),i,i,i,-10,i,i,2,i,-3,i,i
CC1(C)N=C(c2ccccc2)[C@@H]2C(c3ccc([N+](=O)[O-])cc3)N21 (some centres undefined),i,i,i,-3,i,i,-2,i,-5,i,i
COc1ccc(NC(=O)c2cc([N+](=O)[O-])ccc2N2CCNCC2)cc1,i,i,i,-11,i,i,5,i,-5,i,i
COC(=O)Cn1cc(/C=C2\C(=O)NC(=O)N(c3ccccc3)C2=O)c2ccccc21,i,i,i,-9,i,i,-1,i,.,i,i
CC(C(=O)O)N(C(=O)c1ccccc1)c1ccc(F)c(Cl)c1 (centres undefined),i,i,i,-1,i,i,-8,i,2,i,i
COc1ccc(CC2(CCc3ccccn3)C(=O)NC(=O)N(c3ccccc3C)C2=O)cc1OC (centres undefined),i,i,i,-4,i,i,2,i,2,i,i
COc1cccc(-n2c(O)c(C=Nc3c(C)n(C)n(-c4ccccc4)c3=O)c(=O)[nH]c2=O)c1,i,i,i,-3,i,i,-7,i,-7,i,i
COc1cc(C2SCC(=O)Nc3c2c(=O)[nH]n3C2CCCCCC2)cc(OC)c1OC (centres undefined),i,i,i,-12,i,i,10,i,5,i,i
Cc1ccc(OCCSC2=NN2c2cc(C)nc(N)n2)cc1,i,i,i,-19,i,i,12,i,2,i,i
Cc1ccsc1C(=O)C1CCCN(Cc2cccn2-c2ccccn2)C1 (centres undefined),i,i,i,-14,i,i,-5,i,-4,i,i
COc1ccc(C2NCc3ccc4c(c3-n3cccc32)OCO4)cc1OC (centres undefined),i,i,i,-8,i,i,6,i,-3,i,i
Cn1ccnc1P(=S)(c1nccn1C)N1CCOCC1,i,i,i,-5,i,i,6,i,2,i,i
CN1CCN(c2nc3ccccc3o2)CC1,i,i,i,-13,i,i,3,i,3,i,i
CCC(=NC1CC1)c1c(O)n(-c2ccc(OC)cc2)c(=O)[nH]c1=O,i,i,i,-2,i,i,-2,i,1,i,i
CCc1ccc2c(CN3CC=C(c4ccccc4)CC3)cc(=O)oc2c1,i,i,i,-10,i,i,3,i,-3,i,i
O=S1(=O)N(CCN2CC=C(c3c[nH]c4cc(F)ccc34)CC2)c2cccc3c2N1CCC3,i,.,i,.,.,.,-1,i,-8,.,.
COc1ccccc1CCNCc1cc2c(cc1[N+](=O)[O-])OCO2,i,i,i,3,i,i,-4,i,-2,i,i
CC(CO)(CO)N=Cc1c(O)n(-c2cccc3ccccc23)c(=O)[nH]c1=O,i,i,i,1,i,i,1,i,-1,i,i
COc1ccc(N=Cc2c(O)n(CC3CCCO3)c(=O)[nH]c2=O)cc1 (centres undefined),i,i,i,-13,i,i,7,i,4,i,i
CCCCCCn1c(O)c(C=NCCCn2ccnc2)c(=O)[nH]c1=O,i,i,i,-5,i,i,-2,i,5,i,i
O=c1c2ccccc2nc(-c2ccco2)n1-c1cccnc1,i,i,i,-4,i,i,-97,i,8,i,i
CC1CCC(C(C)C)C(OP(N)(=O)c2ccccc2)C1 (centres undefined),i,i,i,-15,i,i,1,i,-2,i,i
COc1ccc(CN2CCN(C(=O)Cc3ccccc3)CC2)c(OC)c1,i,i,i,-4,i,i,-1,i,5,i,i
c1ccc(CNCCc2c[nH]c3ccccc23)cc1,i,i,i,-6,i,i,-5,i,12,i,i
Cc1ccc2nc3c(cc2c1)CC1(C(=O)N(C)C(=O)N(C)C1=O)C1COCCN31 (centres undefined),i,i,i,-12,i,i,-12,i,-3,i,i
CCCC(C)C1(CC)C(=O)NC(=Nc2ccc(F)cc2)NC1=O (centres undefined),i,i,i,-6,i,i,4,i,8,i,i
CC(=NCCc1ccccc1)c1c(O)n(C)c(=O)n(C)c1=O,i,i,i,-6,i,i,-1,i,9,i,i
CN1C(=O)C(=Cc2ccccc2OCc2ccccc2Cl)C(=O)N(C)C1=O,i,i,i,-8,i,i,2,i,2,i,i
CN1C(=O)C(=Cc2cn(CC(=O)N3CCCC3)c3ccccc23)C(=O)N(C)C1=O,i,i,i,-3,i,i,-7,i,5,i,i
CCC(C)NC(=O)CN1C(=O)CN=C(c2ccccc2)c2ccccc21 (centres undefined),i,i,i,-6,i,i,1,i,0,i,i
COc1ccc(-c2nc3ccc(C(=O)N4CCC5(CC4)OCCO5)cc3nc2-c2ccc(OC)cc2)cc1,i,i,i,-7,i,i,-16,i,2,i,6*
Cc1nn(Cc2ccccc2)c(C)c1C(=O)OCC(=O)Nc1cccc(S(N)(=O)=O)c1,i,i,i,-16,i,i,10,i,14,i,i
Cc1oc(-c2ccc(Cl)cc2)nc1CS(=O)CC(=O)N1CCC2(CC1)OCCO2 (centres undefined),i,i,i,-1,i,i,3,i,-3,i,i
CCCCCn1c(=O)c(C(=O)Nc2nc(CC(=O)OCC)cs2)c(O)c2ccccc21,i,i,i,-13,i,i,-2,i,1,i,i

# Going on with the list:
SMILES,TMEM16A act,TRPC4 potent,KCNK3 inh,hERG protect,KCNK9 inh,KCNQ1 act,HDAC3 inhib,ANO1 block,Dyrk1A ADPGlo,TRPC4 act,KCNQ1 inh
CCC(=O)c1cn(Cc2ccccc2)c2ccccc12,i,i,i,-21,i,i,2,i,-2,i,i
CCCCn1c(=O)c(C=Nc2cccnc2Cl)c(O)n(CCCCl)c1=O,i,i,i,-5,i,i,0,i,-2,i,i
O=P1(NCCCl)OCCCN1CCCl (centres undefined),i,.,i,.,.,.,-5,i,-7,.,.
c1ccc2c(N3CCNCC3)cccc2c1,i,i,i,-4,i,i,-11,i,6,i,i
